Source: PubChem BioAssay (National Center for Advancing Translational Sciences (NCATS))
VP16 counter = inhibits Gal4-VP16 luciferase reporter, ROR gamma counter-screen. Potency, µM (doses to about 53.6 µM), without a hit: top-dose activity, negative = inhibition, most hits filed as inhibitors. Drosophila S2 Gal4-VP16 UAS-luciferase, luminescence, 20 h. 3.5% of 310,000 active;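 also: Gal4-VP16 expression switched on by copper sulfate through the metallothionein promoter; potency is read from the fitted curve at half-maximal effect; % is scaled to controls: 0 for no effect and ±100 for the full control effect; nearly all actives have a fitted effect of over 50% in size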
FLuc modulator = inhibits or activates purified firefly luciferase, miR-21 counter-screen; purified FLuc, Km substrates, luminescence inhibition; 6.9% of 360,000 active; P08659; AID 588342; Potency, µM (doses to about 57.5 µM), inactives show at the highest dose activity change, negative = inhibition, hits mostly inhibitors;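 also: potency is read from the fitted curve at half-maximal effect; plate controls were vehicle for no effect and reference inhibitor for full effect; nearly all actives have a fitted effect of over 55% in size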
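Biochemical qHTS of compounds, final roughly 60 µM downward over six points, against 10 nM purified firefly luciferase using Km concentrations of substrates (10 uM D-luciferin, 10 uM ATP) in Tris acetate pH 7.5 buffer; luminescence output.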
RORgamma inh = inhibitors of mouse ROR gamma transcriptional activity. P51450. Drosophila S2 Gal4-RORgamma UAS-luciferase reporter, 20 h. Potency, µM (doses to about 53.6 µM), inactives show at the highest dose activity change, negative = inhibition, hits mostly inhibitors. 5.4% of 310,000 active. AID 2551; also: potency is read from the fitted curve at half-maximal effect; % is scaled to controls: 0 for no effect and ±100 for the full control effect; nearly all actives have a fitted effect of over 60% in size
Target sequence (P51450 whole entry, looked up, the tested form may be a part): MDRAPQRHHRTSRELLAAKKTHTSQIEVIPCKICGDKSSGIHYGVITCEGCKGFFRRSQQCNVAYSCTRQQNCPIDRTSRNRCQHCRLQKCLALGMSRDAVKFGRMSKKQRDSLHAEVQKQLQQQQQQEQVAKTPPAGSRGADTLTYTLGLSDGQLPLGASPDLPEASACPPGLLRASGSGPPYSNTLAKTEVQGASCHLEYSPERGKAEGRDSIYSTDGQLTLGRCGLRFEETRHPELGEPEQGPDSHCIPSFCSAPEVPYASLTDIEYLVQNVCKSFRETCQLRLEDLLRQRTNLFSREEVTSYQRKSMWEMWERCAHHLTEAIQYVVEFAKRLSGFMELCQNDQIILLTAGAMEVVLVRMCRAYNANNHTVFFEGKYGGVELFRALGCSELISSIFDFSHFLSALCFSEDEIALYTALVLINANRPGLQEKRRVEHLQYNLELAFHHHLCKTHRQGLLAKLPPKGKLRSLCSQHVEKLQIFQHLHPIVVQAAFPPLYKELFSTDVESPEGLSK
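In this cell-based reporter format, copper sulfate (700 uM final) drives Gal4–ROR gamma fusion expression from a metallothionein promoter in Drosophila Schneider cells; compounds preincubated 1 hr, reporter read after 20 hr at ambient temperature.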
Rab9 prom act = activators of Rab9 promoter; Huh7 Rab9 promoter-luciferase reporter, luminescence, 24 h; Potency, µM (highest dose often 9.22 µM), inactives show top-dose activation, negative = inhibition, hits mostly activators; 2.8% of 320,000 active; also: potency is read from the fitted curve at half-maximal effect; % of control where 0% means no effect; nearly all actives have a fitted effect of over 60% in size
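Steps: seed 1500 Huh7 Rab9-luc cells per well, rest 2 h at 37 °C; add compound in DMSO; incubate 24 h; add luciferase reagent, 10 min ambient; read luminescence.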
ELG1 DNA repair = ELG1-dependent DNA repair inhibition; HEK293T ELG1-luciferase reporter, luminescence, 16 h; DNA damage induced by 5-fluorouridine; Potency, µM (top dose mostly 46.1 µM), for inactives: top-dose activity change, negative = inhibition, usual class: inhibitors; 2.3% of 330,000 active; also: potency is read from the fitted curve at half-maximal effect; % is scaled to controls: 0 for no effect and ±100 for the full control effect; nearly all actives have a fitted effect of over 55% in size
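Cells (2,000 per well) received 5-fluorouridine plus test compound or DMSO and were incubated 16 hr at 37 °C, 5% CO2. Luciferase activity was read by luminescence 30 min after ONE-Glo addition; signal suppression marked inhibition of damage-induced ELG1 function.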
KCNH2 3.1 inh = KCNH2 3.1 (human) potassium channel inhibition | AID 720553 | activity change, % (tested at about 1.8 µM) | U2OS KCNH2 3.1, thallium flux FluxOr; stronger effect = lower value | 0.95% of 340,000 active;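 active = maximum activity change below -70%; inconclusive = maximum activity change from -70% to -50%; inactive = maximum activity change above -50%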;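 also: thallium influx rate constant from kinetic fluorescence after stimulation buffer; % is scaled to controls: 0 for no effect and ±100 for the full control effect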
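FluxOr-based Tl+ influx in U2OS cells transduced with KCNH2 3.1 virus; rate constants normalized to DMSO controls.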
Menin MLL FP TR = menin-MLL binding inhibition, Texas Red mutant peptide. O00255. Menin + Texas Red MLL mutant peptide, fluorescence polarization. Potency, µM (highest dose often 61.6 µM), for inactives: top-dose FP activity change, negative = inhibition, hits mostly inhibitors. 0.23% of 270,000 active. AID 1768; active = well fitted inhibition curve with a large enough effect in the polarisation, with a control signal flat, not every such curve was filed as active; inconclusive = small, poorly fitted or top-dose-only effect, or effect the other way, or a change in a side signal; inactive = no such curve, though single readings can be large or run the other way; the % refers to the polarisation; also: potency is read from the fitted curve at half-maximal effect; % of control where 0% means no effect; many of its hits are not listed in these tables
MBNL1 CUG block = inhibitors of human MBNL1 binding to CUG repeat RNA. TR-FRET MBNL1-His/biotin-(CUG)12 binding, 665/545 ratio. 0.036% of 280,000 active. Potency, µM (highest dose often 57.5 µM), without a hit: top-dose activity change, negative = inhibition, hits mostly inhibitors. AID 2675; active = well fitted inhibition curve with a large enough effect in the signal ratio, with a control signal flat, not every such curve was filed as active; inconclusive = small, poorly fitted or top-dose-only effect, or effect the other way, or a change in a side signal; inactive = no such curve, though single readings can be large or run the other way; the % refers to the signal ratio; also: potency is read from the fitted curve at half-maximal effect; % is scaled to controls: 0 for no effect and ±100 for the full control effect
Target sequence (Q9NR56 whole entry, looked up): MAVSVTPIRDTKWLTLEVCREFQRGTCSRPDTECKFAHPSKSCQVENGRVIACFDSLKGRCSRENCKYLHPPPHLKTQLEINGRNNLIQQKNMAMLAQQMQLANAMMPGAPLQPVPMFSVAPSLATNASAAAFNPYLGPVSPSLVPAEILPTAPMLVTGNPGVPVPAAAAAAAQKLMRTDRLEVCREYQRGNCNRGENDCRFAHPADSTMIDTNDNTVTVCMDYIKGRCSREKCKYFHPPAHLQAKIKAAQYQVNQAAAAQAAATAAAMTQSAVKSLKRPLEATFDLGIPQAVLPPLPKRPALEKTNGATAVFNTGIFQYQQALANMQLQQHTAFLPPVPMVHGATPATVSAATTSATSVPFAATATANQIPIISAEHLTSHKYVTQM
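His-tagged MBNL1 binding to biotinylated (CUG)12 RNA was measured by TR-FRET using terbium anti-His antibody (0.055 ng/ul final) and streptavidin-XL665 (5 nM final). Compounds were titrated 92 nM to 58 uM; 60 min at room temperature.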
Mito fusion act = blocks mitochondrial division or promotes mitochondrial fusion; 0.23% of 320,000 active; Potency, µM (top dose mostly 46.1 µM), for inactives: at the top dose growth rescue (activation), most hits filed as activators; S. cerevisiae fusion-defective mutant growth rescue, CellTiterGlo 48 h;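 also: potency is read from the fitted curve at half-maximal effect; % of control where 0% means no effect; nearly all actives have a fitted effect of over 45% in size; temperature-sensitive fusion mutants such as fzo1-1 at 37 °C on non-fermentable ethanol glycerol medium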
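Compounds are tested for their ability to restore growth of mitochondrial fusion-defective yeast strains at non-permissive 37C in YPEG medium over 48 hours. Viability is quantified by luciferase luminescence.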
PKM2 activator = PKM2 (human) enzyme activation. P14618. purified PKM2, Kinase-Glo ATP luminescence, activation; response scale: 0% is enzyme alone, no compound. Potency, µM (highest dose often 57.5 µM), for the others: at the top dose activation, hits mostly activators. 0.34% of 260,000 active. AID 1631; also: potency is read from the fitted curve at half-maximal effect; % is scaled to controls: 0 for no effect and ±100 for the full control effect; nearly all actives have a fitted effect of over 55% in size
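hPK-M2, >95% pure; 0.1 mM ADP / 0.5 mM PEP final; imidazole pH7.2 buffer w/ 7 mM MgCl2, 50 mM KCl; 1 h RT; Kinase-Glo lum. Intermediate enzyme activity for dual inhibitor/activator qHTS.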
NPC1 promoter act = activates the NPC1 promoter | Potency, µM (series often up to 9.22 µM), for the others: at the top dose activation, most hits filed as activators | 2.4% of 320,000 active | Huh7 NPC1 promoter luciferase reporter, 24 h;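 also: potency is read from the fitted curve at half-maximal effect; % of control where 0% means no effect; nearly all actives have a fitted effect of over 60% in size; reporter is driven by a mutant NPC1 promoter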
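Huh7 reporter cells (NPC1 promoter driving luciferase) are dosed with compound for 24 h at 37 °C, 5% CO2; luciferase detection reagent is then added and luminescence measured after 10 min at ambient temperature.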
Active calls of the source: *; ? = inconclusive; . = not tested or not shown; [ ] = dose if it differs, or a comment. Unless noted, calls follow the shape of the dose curve; as a rule, active = well fitted curve in the direction sought with a large enough effect; inconclusive = small, poorly fitted or top-dose-only effect, or another doubt; inactive = no such curve, though single readings can be large; an effect the other way counts as inactive or inconclusive.

Each structure is followed by: VP16 counter | FLuc modulator | RORgamma inh | Rab9 prom act | ELG1 DNA repair | KCNH2 3.1 inh | Menin MLL FP TR | MBNL1 CUG block | Mito fusion act | PKM2 activator | NPC1 promoter act
CCOc1ccc(-n2ccn(CC(=O)NCCc3ccccc3)c(=O)c2=O)cc1
  . | -1% | . | -1% | 27% | 3 | . | . | 8% | . | -1%
CN(Cc1ccccc1)CC1CCCN(CCc2ccccc2F)C1 (stereo not given)
  -7% | 11% | -19% | 7% | 4% | -12 | -10% | 3% | -3% | -1% | -3%
Cc1ccc(-c2nnc(SCC(=O)OC(C)C)n2N)cc1
  -16% | -10% | -1% | 1% | 10% | -12 | 17% | -6% | -3% | -4% | 17%
CCN(/N=C/C=C/c1ccccc1)c1cc(=O)n(C)c(=O)[nH]1
  3% | -3% | 3% | -3% | -15% | -14 | -7% | 27% | -8% | -6% | 1%
O=C1[C@H](CC[C@H](O)c2ccc(F)cc2)[C@@H](c2ccc(O)cc2)N1c1ccc(F)cc1
  ? | 0% | ? | -2% | . | . | -10% | -11% | 6% | 0% | -2%
CCCCCOC(=O)Cc1c(O)c2ccccc2n(C)c1=O
  2% | -2% | ? | 4% | 5% | -15 | 4% | 3% | 1% | 9% | -2%
CCCCc1ccc(-c2nc(NC(=O)C3C4CCC(O4)C3C(=O)O)sc2C)cc1 (stereo not given)
  3% | 21µM* | ? | 12% | ? | . | -23% | 2% | -14% | 1% | 16%
COc1ccc([N+](=O)[O-])c(OC)c1C(=O)NC(=O)Nc1c(C)cccc1C
  -8% | 0% | 7% | -7% | -7% | -3 | 3% | 25% | 0% | . | -6%
COc1ccc(Cl)cc1NC(=O)COc1cccc(-n2cnnn2)c1
  -22% | 3% | -27% | -2% | -10% | -8 | ? | -9% | 1% | -19% | -5%
Cc1ccc(C(=O)Nc2ccc3c(c2)C(=O)N(CC2CCCO2)C3=O)cc1 (stereo not given)
  -1% | 4.8µM* | -17% | 2% | ? | -1 | . | 20% | -1% | -3% | 9%
CC(NC(=O)c1ccccc1)c1ccc(F)cc1 (stereo not given)
  ? | 3% | 0% | -4% | 16% | -19 | 0% | -8% | -1% | 4% | -1%
COc1ccccc1NC(=O)Cc1csc(NC(=S)Nc2ccccc2)n1
  3.2µM* | -13% | 1.1µM* | 1% | 9% | 10 | ? | -1% | 0% | -1% | -1%
NC(=O)c1ncc(C(F)(F)F)cc1Oc1ccc(F)cc1
  7% | 7% | -5% | 1% | 14% | -1 | 5% | -3% | -3% | -1% | 2%
CCn1c(=O)c2ccccc2n(CC(=O)N2CCCc3ccccc32)c1=O
  -5% | 3% | -16% | 1% | -17% | -8 | . | -2% | 6% | . | 0%
CN(C)CCCn1c2c(c(SCC(=O)Nc3ccc4c(c3)OCCO4)nc1=O)CCC2
  . | 1% | . | 1% | 1% | 2 | . | . | -5% | . | 0%
COCCNC(=O)CSc1nc2ccccc2c(=O)n1-c1cccc(OC)c1
  5%[0.365 µM] | -2% | 9% | -6% | 1% | -2 | 8% | -3% | -8% | -8% | -2%
Cc1ccc(-c2nn(-c3cc(Cl)ccc3[N+](=O)[O-])c(=O)c3ccccc23)cc1C
  6% | 1% | 6% | 0% | ? | -39 | 10% | -1% | 5% | -2% | -5%
CC(=O)N1CCC(N(CCCOC(C)C)S(=O)(=O)c2ccc([N+](=O)[O-])cc2)CC1
  20% | -2% | 19% | 4% | 17% | 13 | -15% | ? | 4% | . | 12%
CCS(=O)(=O)N1CCC(C(=O)N2CCc3ccccc3C2)CC1
  -5% | 0% | 0% | 10% | -6% | 16 | 17% | -4% | 0% | 7% | -2%
CCOc1ccc2[nH]c(=O)c(CN(Cc3ccc(F)cc3)C(=O)N3CCCC3)cc2c1
  -12% | 9% | 31% | -2% | ? | -23 | -1% | -12% | -6% | -4% | -17%
Cc1nnc(-c2cnn(C)c2N)n1CCCN1CCOCC1
  3% | -2% | -5% | -8% | -2% | 6 | -1% | ? | -2% | 1% | 2%
COc1ccc(C2CC(c3ccccc3)=NN2C(=O)COC(=O)c2cccnc2)cc1 (stereo not given)
  29% | -18% | 24% | -5% | -2% | 6 | -11% | 16% | 19% | 4% | -4%
O=C(NNc1ccccc1)/C(=C\c1cccnc1)NC(=O)c1ccccc1
  8% | 2% | 15% | -7% | 0% | -19 | . | 2% | 4% | 1% | -5%
Cn1c(=O)n(CCc2ccccc2)c(=O)c2c1nc1n2CCCN1Cc1ccccc1
  7% | 3% | -21% | 13% | ? | -6 | -1% | -1% | 12% | 1% | -3%
CC(C)c1ccc(NC(=O)CCNS(=O)(=O)c2cc(Br)cnc2N)cc1
  -26% | -1% | -11% | -5% | -4% | -8 | ? | 29% | -10% | . | -5%
O=C(N/N=C/c1ccc(COc2ccc(Br)cc2)o1)c1ccco1
  ? | -18% | ? | 4% | 8% | -14 | 0% | ? | -1% | 5% | 0%
CCOC(=O)c1cc(-c2ccccc2C)n(Cc2cc(C)no2)n1
  . | -3% | . | -3% | ? | -1 | . | . | -8% | . | 1%
Cc1c(C)c(C)c(S(=O)(=O)N2CCSCC2)c(C)c1C
  -1% | 3% | -12% | -2% | -3% | 7 | . | 1% | -1% | 2% | -3%
C#CCOCCOCCOCCNc1nc(N2CCN(C(=O)CCCCCCCCCCNC(=O)[C@H](CCCCN)n3cc(CCO)nn3)CC2)nc(N2CCN(C(=O)CCCCCCCCCCNC(=O)[C@H](CCCCN)n3cc(C[C@@H](C)CC)nn3)CC2)n1
  . | 3% | . | 3% | ? | 22 | . | . | 4% | . | -1%
Cc1cccc(CC2SC(N)=NC2=O)c1 (stereo not given)
  -2% | 0% | -2% | -7% | 18% | 29 | -1% | -12% | -2% | 3% | -6%
C=CCn1c(SCC(=O)Nc2nnc(CC)s2)nnc1-c1ccncc1
  -19% | -5% | -4% | 13% | ? | . | -5% | 2% | 10% | -3% | -1%
Cc1ccc(NS(=O)(=O)c2ccc3[nH]c(=O)sc3c2)cc1
  2% | -19% | 32% | -6% | -27% | 0 | 18% | 1% | -6% | ? | 2%
COC(=O)C1=C(C)N(CCCC(=O)O)C(=O)NC1c1ccc(Br)cc1 (stereo not given)
  0% | -2% | 5% | -1% | 17% | 3 | 1% | 0% | -2% | -19% | 0%
COc1ccc(CNS(=O)(=O)CCNC(=O)c2ccccc2)cc1
  . | 3% | . | -4% | -7% | 15 | . | . | -2% | . | 0%
Cc1cc(SCc2ccccc2)nc(=O)[nH]1
  -1% | 6% | -1% | 7% | 9% | -1 | -9% | 0% | 5% | ? | -2%
CC1CN(C(=O)c2ccc(COc3ccccc3Cl)o2)CC(C)O1 (stereo not given)
  -20% | -3% | 39% | -3% | ? | -8 | ? | -4% | ? | -7% | -1%
COc1ccc([C@H]2CC(=O)C=C(c3ccc(C)cc3)C2)cc1OC
  . | -12% | . | -5% | ? | -9 | . | . | 17% | . | -4%
Cc1ccc(C)c(N2CCN(S(=O)(=O)CC34CCC(CC3=O)C4(C)C)CC2)c1 (stereo not given)
  -1% | -5% | ? | 7% | ? | -2 | -23% | -2% | -1% | -3%[11.5 µM] | 6%
Cc1nn(C)cc1CN(C)C(=O)c1cc(COc2ccc(F)cc2F)on1
  0% | 4% | ? | -6% | -15% | -3 | -9% | 5% | -2% | 2% | -3%
COc1cccc(NC(=O)CN(C)C(=O)CN2C(=O)NC3(CCCC3)C2=O)c1
  . | -1% | . | 1% | 18% | 10 | . | . | 0% | . | -4%

Looked up above:
Result for COc1cccc(NC(=O)CN(C)C(=O)CN2C(=O)NC3(CCCC3)C2=O)c1 under FLuc modulator: -1%
Result for Cc1ccc(NS(=O)(=O)c2ccc3[nH]c(=O)sc3c2)cc1 under Menin MLL FP TR: 18%

The list is partial. The share of hits here may be higher or lower than overall.
